Screens as filed in PubChem.
XIAP antagonists – small molecules displacing peptide from XIAP – biochemical, IAP family, fluorescence polarization (AID 1018); XIAP BIR domain, fluorescence polarization peptide displacement; higher % means a stronger effect; displacement, % at 20 µM, or IC50 in µM where a hit was titrated; 200,000 tested, 0.007% active; in the data active = displacement above about 50%; also: a part of the inactive calls stands beside numbers as strong as those of hits
human PMI inhibitors – MPI inhibition at elevated mannose 6-phosphate – biochemical, fluorescence intensity, high mannose 6-phosphate, primary screen (AID 1220) | recombinant PMI enzyme, coupled fluorescence intensity; higher % means a stronger effect | one-dose inhibition, % at 20 µM; IC50 in µM for titrated hits | 190,000 tested, 0.66% active
PMI inhibitors – MPI enzyme activity inhibition – biochemical, fluorescence intensity, coupled assay, primary screen (AID 1209); purified PMI enzyme, coupled fluorescence intensity; higher % means a stronger effect; 190,000 tested, 0.42% active; inhibition, % at 20 µM; hits with a dose series show IC50 in µM;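 also: plate controls were DMSO vehicle for no effect and wells lacking substrate for full effect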
Yfh1-off respiration – mitochondrial function rescue without frataxin homolog – Friedreich's ataxia, plus single-dose screen, dose response (AID 1465); S. cerevisiae Yfh1-off respiration, WST-1 reduction, 72 h; higher fold induction means a stronger effect; fold induction at 50 µM, or EC50 in µM where a hit was titrated; 220,000 tested, 0.074% active;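 active = fold induction of absorbance versus untreated yeast above a set limit, then at least 30% activation at any dose in follow-up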;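 also: activators that raise dye reduction in frataxin-depleted yeast; strong numbers were not always called active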
P. falciparum M1AAP – malaria alanyl aminopeptidase activity blockers – biochemical, fluorogenic H-Leu-NHMec substrate, 1536-well (AID 1445) | recombinant M1AAP, H-Leu-NHMec fluorogenic kinetic assay; higher % means a stronger effect | 220,000 tested, 0.42% active | inhibition, % at 30 µM, or IC50 in µM where a hit was titrated;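 active = primary inhibition above the hit cutoff, then over 50% inhibition at one or more dose response concentrations, cut at about 23% in these data, passing the limit was not always enough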;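 also: plate controls were DMSO full reaction for no effect and no enzyme background for full effect; strong numbers were not always called active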
TNAP activators – stimulation of alkaline phosphatase TNAP activity – biochemical, luminescent, no phosphate acceptor, uHTS, primary screen (AID 1001); 200,000 tested, 0.03% active; activation fold at 20 µM; hits with a dose series show EC50 in µM; purified TNAP, luminescent activation assay, no phosphate acceptor; higher activation fold means a stronger effect; in the data active = activation fold from about 3, or a potency from the dose series; inactive = the rest, 99 in 100 with activation fold below about 1.6; also: many of its hits are not listed in these tables
LYP inhibition – PTPN22 lymphoid phosphatase activity blockers – biochemical, fluorescence intensity, uHTS (AID 1779). recombinant LYP phosphatase, fluorescence intensity; higher % means a stronger effect. one-dose inhibition, % at 11.5 µM; IC50 in µM for titrated hits. 290,000 tested, 0.054% active;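 also: plate controls were vehicle with enzyme for no effect and no enzyme for full effect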
P. falciparum M17LAP – P. falciparum M17LAP inhibitors, primary screen, biochemical, fluorogenic H-Leu-NHMec substrate, 1536-well (AID 1619). inhibition, % at 30 µM; hits with a dose series show IC50 in µM. recombinant M17LAP, H-Leu-NHMec fluorogenic kinetic assay; higher % means a stronger effect. 220,000 tested, 0.38% active;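 active = compound inhibiting the enzyme by more than half at any dose during confirmatory dose-response retesting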;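 also: plate controls were full reaction with DMSO carrier for no effect and no enzyme background for full effect; strong numbers were not always called active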
WT yeast gro inh – growth inhibition of WT yeast, mitochondrial fusion screen. mitochondrial fusion phenotypic screen, WT strain. inhibition, % at 10 µM. 190,000 tested, 2.1% active; in the data active = inhibition above about 58%; tested in S. cerevisiae
WT yeast gro inh mutant strain – also measured in WT yeast gro inh; calls as there; inhibition, %; mitochondrial fusion phenotypic screen, mutant strain inhibition
Active calls of the source: *; i = inactive; · = no result given. Rule as the data show it, unless noted: active = inhibition above about 50%; inactive = the rest.

Every second line gives: XIAP antagonists	human PMI inhibitors	PMI inhibitors	Yfh1-off respiration	P. falciparum M1AAP	TNAP activators	LYP inhibition	P. falciparum M17LAP	WT yeast gro inh	WT yeast gro inh mutant strain
> COC(=O)c1sccc1NC(=S)Nc1ccc(OC)cc1
 : -1.9%	11.5%	30.5%	i	-4.5%	1	-1.3%	-0.4%	4.7	0.3
> O=C(CN(C(=O)Cn1nnc(-c2cccs2)n1)c1ccc2c(c1)OCCO2)NC1CCCCC1
 : -4.1%	9.1%	-5.4%	i	0.2%	1	-1.9%	1.2%	-7.0	-12.8
> C=CCSc1nnc(COc2ccc(=O)n(-c3ccccc3)n2)n1CC
 : -3.0%	-11.4%	-10.4%	i	0.4%	1	-6.0%	5.0%	-9.6	12.7
> S=C(NCc1ccco1)Nc1cc(Cl)c(Cl)cc1Cl
 : 1.9%	3.6%	13.0%	i	3.9%	1	-0.6%	2.0%	37.3	34.7
> Cc1cc(NC(=O)c2ccc(C)s2)n(-c2ccccc2)n1
 : -2.4%	-11.0%	-15.8%	i	1.6%	0.8	-6.5%	3.7%	11.5	10.1
> O=C(c1ccc(Cl)nc1)N1CCN(S(=O)(=O)c2ccccc2)CC1
 : ·	·	·	i	1.7%	·	-5.0%	8.4%	·	·
> COc1ccc(CN(CC(=O)NCc2ccco2)C(=O)CCC(=O)Nc2nccs2)cc1
 : -3.1%	-8.4%	-9.7%	i	8.3%	1.1	-5.9%	-5.5%	-7.5	3.1
> CCO[C@H]1OC(C(=O)N2CCN(Cc3ccc4c(c3)OCO4)CC2)=C[C@@H](C)[C@@H]1CCCO
 : 0.1%	5.7%	6.7%	i	5.3%	1.1	-4.5%	1.4%	-2.7	8.8
> COc1ccc(-n2c(O)c(/C=N/NS(=O)(=O)c3ccc(C)c([N+](=O)[O-])c3)c3ccccc3c2=O)cc1OC
 : -5.1%	-60.4%	-29.2%	i	16.1%	1.2	-2.4%	4.0%	-5.8	0.6
> Cc1ccc(-c2nnc(N3CCCCC3)c3ccccc23)cc1S(=O)(=O)N(C)C
 : -5.4%	9.1%	10.8%	i	-4.3%	1	-8.3%	-1.8%	8.0	6.0
> CCOC(=O)c1cc(-c2ccc(OC)cc2)n[nH]1
 : ·	·	·	i	3.3%	·	-7.1%	-2.9%	·	·
> CCc1ccc2[nH]c(=O)c(CN(CCCN3CCOCC3)C(=O)Nc3ccc(Cl)cc3)cc2c1
 : -6.2%	-9.8%	1.1%	i	11.0%	1	-6.5%	4.5%	-2.9	-5.9
> Nc1c(C(=O)NCCN2CCOCC2)c2nc3ccccc3nc2n1-c1ccccc1
 : -4.3%	-74.6%	-58.0%	i	11.3%	1.1	-4.7%	-204.1%	27.1	0.7
> COc1ccc(CC(=O)NCc2nnc(SCC(=O)Nc3cccc(F)c3)n2C)cc1
 : -4.4%	-5.9%	-2.5%	i	1.0%	1.1	-6.8%	1.1%	-12.5	-0.8
> NNC(=O)CN1C(c2ccccc2)=Nc2ccc(Br)cc2C1c1ccccc1 (stereo not given)
 : -13.1%	-2.0%	-4.7%	i	17.5%	1.1	3.1%	5.9%	-4.3	37.8
> CSCCC(NS(=O)(=O)c1ccc2ccccc2c1)C(=O)O (stereo not given)
 : -3.7%	-7.7%	-5.1%	i	5.6%	1.2	2.4%	12.2%	-1.3	-56.6
> COc1ccc(-c2noc(CN3CCN(c4ccccc4F)CC3)n2)cc1OC
 : 1.3%	-0.5%	4.1%	i	5.2%	1	-8.0%	-6.7%	-4.1	20.6
> O=C(CCc1nc(-c2ccccc2F)no1)NCCN1CCN(Cc2ccccc2)CC1
 : -0.5%	-1.0%	-14.7%	i	4.6%	1.1	-10.3%	7.8%	-10.6	-1.7
> Cc1noc(C)c1COc1ccc(C(=O)OCC(=O)Nc2ccc3c(c2)OCO3)cc1
 : -1.0%	15.3%	8.7%	i	2.4%	1.2	-5.9%	4.6%	-1.0	-16.8
> COC(=O)c1cc(N2C(=O)C3C(C2=O)C2(C)C=CC3(C)O2)ccc1Cl (stereo not given)
 : -3.5%	-22.7%	-11.0%	i	3.0%	1	-3.4%	7.4%	6.5	20.6
> O=C(CN1C(=O)COc2ccccc21)N1CCN(c2ccccc2F)CC1
 : 3.1%	0.3%	8.1%	i	3.1%	1.1	-3.4%	-2.6%	-2.1	1.1
> N#Cc1cc2c(ccc3ccccc32)oc1=O
 : -13.6%	-2.2%	-19.1%	i	0.8%	0.8	-13.5%	-0.1%	6.8	26.6
> COC(=O)CC1C(=O)NCCN1C(=O)CSc1nnc(Nc2ccc(C)cc2)s1 (stereo not given)
 : -2.5%	-6.0%	-7.8%	i	-2.8%	1.2	-7.7%	32.1%	5.5	7.7
> CCn1ncc(/C=N\NC(=O)COc2cc(C)cc(C)c2)c1C
 : -4.4%	-3.8%	-4.8%	i	3.0%	1.1	-3.6%	1.1%	4.2	-31.7
> CCOc1ccccc1C1C(C(N)=O)=C(C)Nc2nc(-c3ccc(OC)cc3)nn21 (stereo not given)
 : 0.2%	-3.3%	4.2%	i	0.6%	0.8	6.7%	2.9%	4.1	-9.9
> CCOc1cccc2c1OC(c1cc(OC)c(OC)c(OC)c1)N1N=C(c3ccc(C)o3)CC21 (stereo not given)
 : -3.3%	-33.5%	-19.0%	i	9.6%	1.1	1.1%	6.2%	20.5	5.7
> CSc1nnc(-c2sc(-c3ccccc3)nc2C)n1C
 : -5.6%	4.9%	2.0%	i	-1.4%	1	-8.2%	-14.5%	15.2	-3.1
> NC(=O)Nc1ccc(C(=O)OCC(=O)Nc2ccc([N+](=O)[O-])cc2C(F)(F)F)cc1
 : -6.2%	-8.3%	-12.8%	i	-3.0%	1	-7.0%	23.7%	-0.2	6.8
> CC(=O)c1sc(NC(=O)c2ccco2)nc1-c1ccccc1
 : -4.2%	9.4%	7.2%	i	13.4%	1.2	-4.3%	1.8%	2.2	-1.1
> Cc1ccc(N=c2c([N+](=O)[O-])nn(-c3ccc4c(c3)OCCO4)n2O)c(Cl)c1
 : -6.6%	2.9%	-6.9%	i	-3.4%	1.2	-4.9%	-1.2%	-2.2	2.5
> CC(C)[C@H](NS(=O)(=O)c1cccc(C(F)(F)F)c1)C(=O)OCC(N)=O
 : -3.1%	-10.7%	-18.6%	i	10.0%	1.1	-4.6%	8.7%	-10.9	-1.0
> COc1ccccc1CN1C(=O)CCC1(C)C(=O)NCc1cccnc1 (stereo not given)
 : -3.1%	6.8%	5.6%	i	1.3%	1.1	-12.4%	1.3%	-15.5	-9.8
> COc1ccc(C(=O)NNC(=O)c2cc(C)[nH]n2)cc1
 : -8.4%	14.6%	9.8%	i	12.1%	1.9	-8.7%	2.2%	-20.0	-23.8
> CCC(C)NC(=O)c1cc(Sc2nnc(C)s2)nc2ccccc12 (stereo not given)
 : -34.9%	0.1%	10.6%	i	2.9%	1	0.8%	3.9%	4.3	4.0
> CCc1c(C(=O)Nc2ccc(S(=O)(=O)N3CCOCC3)cc2)csc1C
 : -6.7%	14.0%	16.4%	i	17.8%	1.1	-0.3%	0.1%	6.7	-6.4
> Cc1cc(OCC(=O)Nc2ccc(OCc3ccccc3)cc2)nc(C(C)C)n1
 : -2.1%	-5.1%	-1.6%	i	8.7%	1.2	-2.8%	-5.2%	-12.6	-9.1
> CC(=O)Nc1nc2n(n1)C(c1ccc(F)cc1)C=C(c1ccccc1)N2 (stereo not given)
 : -4.1%	-20.3%	-23.6%	i	15.9%	1.1	-10.2%	-69.5%	15.4	6.5
> O=C(NCc1cccnc1)/C(=C/c1ccc(-c2ccc(Cl)cc2)o1)S(=O)(=O)c1ccccc1
 : -7.9%	8.2%	13.3%	i	17.8%	1	26.1%	14.7%	5.9	-0.6
> Nc1nnc(CC(=O)N/N=C\c2ccc(-c3cccc(Cl)c3)o2)s1
 : ·	·	·	i	11.8%	·	-1.9%	21.6%	·	·
> CCOc1ccc(CCNC(=O)CCC(=O)Nc2ccc3nc(N4CCN(C)CC4)cc(C)c3c2)cc1OCC
 : -8.8%	0.8%	-3.4%	i	2.2%	0.9	4.7%	-2.1%	10.9	8.8
> NNC(=O)c1ccc(COCC(F)(F)C(F)F)cc1
 : ·	·	·	i	7.0%	·	-5.9%	0.9%	·	·
> CN(C)S(=O)(=O)N1CCN(C(=O)N2CCCCCC2)CC1
 : 11.6%	-5.5%	-6.0%	i	0.0%	1.2	-5.8%	2.4%	15.3	22.3
> NC(=O)CC(NC(=O)Cc1cccc2ccccc12)c1ccc(NCCOc2ccccc2)c([N+](=O)[O-])c1 (stereo not given)
 : ·	·	·	i	4.7%	·	-0.4%	3.7%	·	·
> Cc1nnc(SCCn2c(N3CCC(Cc4ccccc4)CC3)nc3c2c(=O)[nH]c(=O)n3C)s1
 : ·	·	·	i	-4.4%	·	0.7%	-5.6%	4.7	-2.9
> Cc1cccc2c1-c1sc(C(=O)Nc3ccccc3N3CCN(C)CC3)cc1CO2
 : ·	·	·	i	3.8%	·	-4.1%	-2.6%	·	·

Three compounds out of the list, arranged by length of the SMILES, rising:
Every second line gives: XIAP antagonists	human PMI inhibitors	PMI inhibitors	Yfh1-off respiration	P. falciparum M1AAP	TNAP activators	LYP inhibition	P. falciparum M17LAP	WT yeast gro inh	WT yeast gro inh mutant strain
> NNC(=O)c1ccc(COCC(F)(F)C(F)F)cc1
 : ·	·	·	i	7.0%	·	-5.9%	0.9%	·	·
> CN(C)S(=O)(=O)N1CCN(C(=O)N2CCCCCC2)CC1
 : 11.6%	-5.5%	-6.0%	i	0.0%	1.2	-5.8%	2.4%	15.3	22.3
> NC(=O)CC(NC(=O)Cc1cccc2ccccc12)c1ccc(NCCOc2ccccc2)c([N+](=O)[O-])c1 (stereo not given)
 : ·	·	·	i	4.7%	·	-0.4%	3.7%	·	·

Next section
Every second line gives: XIAP antagonists	human PMI inhibitors	PMI inhibitors	Yfh1-off respiration	P. falciparum M1AAP	TNAP activators	LYP inhibition	P. falciparum M17LAP	WT yeast gro inh	WT yeast gro inh mutant strain
> COc1ccc(-c2nc(C#N)c(NC(C)c3ccccc3)o2)cc1OC (stereo not given)
 : 0.1%	11.2%	4.9%	·	7.4%	1.1	-5.1%	4.1%	2.0	-20.9
> CCC(Sc1ncnc2c1c(-c1ccccc1)cn2-c1ccc(OC)cc1)C(=O)OC (stereo not given)
 : -2.2%	6.9%	5.6%	·	-1.5%	1.1	0.0%	9.3%	-7.7	-9.5
> O=C(NCc1ccc(Cl)cc1)c1cc(=O)nc2sc(-c3ccccc3)nn12
 : -6.0%	-2.0%	-1.9%	i	5.8%	0.8	-1.7%	5.4%	4.4	-0.6
> CCN1C(=O)N(C)C2(c3ccccc3)N(C)C(=O)N(C)C12c1ccccc1 (stereo not given)
 : -1.5%	12.7%	13.6%	i	5.6%	1.2	-2.9%	5.5%	6.0	4.1
> COc1ccccc1NC(=O)COc1ccc(Br)cc1CO
 : -4.3%	-3.7%	-3.0%	i	-1.2%	1.2	-10.1%	-18.7%	-10.3	-7.1
> COc1cccc(OC)c1CNC(=O)CCSCc1ccccc1F
 : -8.0%	-1.1%	-0.1%	i	4.7%	1.1	-4.7%	1.9%	-2.3	1.5
> O=C(Nc1ccc(OC(F)(F)F)cc1)c1ccc(-n2cncn2)nc1
 : 17.1%	-4.3%	-6.8%	i	10.3%	1	-0.9%	9.6%	-5.7	11.2
